BB579 growth dn – reduces growth of yeast BB579 in restrictive medium; S. cerevisiae BB579 growth, OD615, 48 h; inhibition, % at 10 µM; actives 0.51% (n = 140,000); AID 804;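 active means inhibition above a set limit, 3 SD over the mean compound inhibition, cut at about 44% in these data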; further: inactives centre near -24
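test system = yeast BB579 (DeaD) | buffer or medium = restrictive CSMM-D medium | doses = single compound dose of 10 µM, 0.25% DMSO final | times = 4 h preincubation and 48 h exposure at 30 °C | technique = culture absorbance at 615 nm | benchmarks = amphotericin B 10 µg/mL, positive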
PTEN del growth – PTEN-deleted cell growth suppression; actives 1.2% (n = 140,000); HCT116 PTEN-null viability, CellTiter-Glo, 60 h; active compounds read low; viability, % at 10 µM;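 active means viability at or below a set limit, 4 SD under the median of all tested compounds, cut at about 3.7% in these data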;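 further: PTEN knockout HCT116 line with beta catenin targeted HCT116 as companion control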
NPY-Y2 antag – blocks the human neuropeptide Y Y2 receptor | inhibition, % at 2.7 µM | NPY-Y2 expressing cells, antagonist mode | actives 0.99% (n = 140,000); in the data active means inhibition above about 17%;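 further: 0% = vehicle with agonist challenge and 100% = reference antagonist with challenge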
Target sequence (P49146 whole entry, looked up): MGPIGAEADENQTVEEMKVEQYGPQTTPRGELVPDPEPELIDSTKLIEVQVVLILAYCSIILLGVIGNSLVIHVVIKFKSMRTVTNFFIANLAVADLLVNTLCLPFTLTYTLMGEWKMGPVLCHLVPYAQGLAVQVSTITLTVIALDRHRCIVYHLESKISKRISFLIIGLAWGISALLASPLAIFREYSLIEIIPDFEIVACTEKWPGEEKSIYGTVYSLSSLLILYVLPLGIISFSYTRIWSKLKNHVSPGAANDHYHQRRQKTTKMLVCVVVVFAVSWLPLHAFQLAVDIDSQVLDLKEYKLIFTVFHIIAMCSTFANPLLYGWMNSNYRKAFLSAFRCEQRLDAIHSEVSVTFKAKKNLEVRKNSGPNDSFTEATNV
Yeast life ext – yeast lifespan extension | S. cerevisiae growth with nicotinamide, OD615; deaD strain in restrictive glucose medium | inhibition of the nicotinamide effect, % at 10 µM | actives 0.68% (n = 130,000) | AID 775;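 active means inhibition above a set limit, placed 3 SD over the median of all compounds, cut at about 26% in these data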;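 further: 0% = nicotinamide-treated wells and 100% = cells grown without nicotinamide; some compounds called inactive have numbers as strong as hits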
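Test system: DeaD-strain S. cerevisiae / Buffer or medium: restrictive glucose medium / Also added: nicotinamide 1.5 mM / Doses: one concentration, 10 µM, DMSO 0.25% / Schedule: 48 h at 30 °C / Signal: OD615 measurement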
MRP1 act – MRP-1 activation; AID 799; H69AR cells + doxorubicin, viability rescue, CellTiter-Glo; actives 0.61% (n = 140,000); viability increase, % at 10 µM;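 active means viability gain under doxorubicin at or above a set limit, the compound median plus 3 SD, cut at about 4.7% in these data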;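 further: MRP-1 overexpressing cells given doxorubicin 25 µM after compound pretreatment; 18-22 h compound pretreatment then 72 h with doxorubicin before readout; 0% = doxorubicin-only wells and 100% = vehicle-treated cells without doxorubicin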
Phagocytosis inh – blocks phagocytosis by macrophages; J774A.1 macrophage IgG-bead phagocytosis, imaging; inhibition, % at 5 µM; actives 0.07% (n = 110,000); AID 1029;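 active means inhibition above the mean of the plate negative controls plus 5 SD, cut at about 13% in these data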;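 further: phagocytic index as fraction of beads internalized from green versus red external bead signal; plate controls were DMSO negative control for no effect and cytochalasin-D positive control for full effect; some results beyond the cut were filed as inactive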
Measles CPE – protection of cells from measles virus. protection (pct of control), % at 4 µM. Measles virus-infected cells, CPE protection, absorbance. actives 1.5% (n = 140,000); in the data active means protection mostly above about 24%, no sharp cut-off; inactive means mostly below about 26%; further: some compounds called inactive have numbers as strong as hits
E-sel TNF inh – blocks E-selectin expression induced by TNF alpha; HUVEC TNFa-induced E-selectin immunofluorescence, high content; inhibition, % at 2 µM; actives 0.71% (n = 120,000); AID 1246;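 active means inhibition above the batch mean plus 3 SD, and confirmed as a hit on visual image review, cut at about 43% in these data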;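 further: 0% = TNF-stimulated DMSO wells and 100% = unstimulated control wells; not every result past the cut was called active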
HCT116 bCat-KO – beta-catenin-lacking colon tumor cell growth suppression; HCT116 beta-catenin knockout viability, CellTiter-Glo, 60 h; active compounds read low; viability, % at 10 µM; actives 1.5% (n = 140,000); AID 818;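 active means viability at or under a set limit, the compound median less 4 SD, cut at about 6% in these data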;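 further: 0% = Hyamine 1622 control at 20 µM and 100% = untreated cell control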
GALR2 blocker – antagonists of human galanin receptor 2 (GALR2); GALR2-expressing cells, antagonist mode; actives 0.39% (n = 140,000); AID 828; O43603; inhibition, % at 4 µM; in the data active means inhibition above about 27%;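 further: cells stimulated with galanin 1-16 at roughly its EC80; 0% = agonist challenge control and 100% = basal control without agonist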
Target sequence (O43603 whole entry, looked up): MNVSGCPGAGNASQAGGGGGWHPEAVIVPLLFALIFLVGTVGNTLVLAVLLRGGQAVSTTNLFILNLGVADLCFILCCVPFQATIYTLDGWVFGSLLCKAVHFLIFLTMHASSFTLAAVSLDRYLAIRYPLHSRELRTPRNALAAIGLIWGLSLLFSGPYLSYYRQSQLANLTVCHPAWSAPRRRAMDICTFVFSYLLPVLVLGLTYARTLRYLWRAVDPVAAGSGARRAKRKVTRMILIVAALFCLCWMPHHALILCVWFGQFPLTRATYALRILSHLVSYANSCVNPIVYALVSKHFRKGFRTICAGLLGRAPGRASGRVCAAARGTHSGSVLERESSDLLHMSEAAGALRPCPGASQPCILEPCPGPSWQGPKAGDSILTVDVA
* hit, by the source's call; x = no result given.

SMILES	BB579 growth dn	PTEN del growth	NPY-Y2 antag	Yeast life ext	MRP1 act	Phagocytosis inh	Measles CPE	E-sel TNF inh	HCT116 bCat-KO	GALR2 blocker
COc1ccccc1N=C1SC(C)CN1C(=O)C1CCC1 (centres undefined)	-63	101	-2	5	-0.6	2	11	x	106	-4
Cc1cc(N2CCCCC2)ccc1[N+](=O)[O-]	-11	86	5	7	0.7	0	9	5	86	1
CC(NC(=O)c1cnc2n(c1=O)CCS2)c1ccccc1 (centres undefined)	-17	96	3	-12	-2.1	x	17	x	104	-16
Cc1sc(NC(=O)c2sc3nc4c(C)cccc4cc3c2N)c(C#N)c1C	-39	9	-1	-10	-5.4	x	31	-21	3.6*	8
Cc1ccc(C(=O)COC(=O)CNC(=O)c2ccc(N3C(=O)c4ccccc4C3=O)cc2)cc1C	-1	110	1	1	-0.4	-8	13	x	108	1
CN=C(Nc1cc(C)nn1-c1ccccc1)c1ccccc1F	-17	92	1	-1	-2.3	-2	5	-2	90	1
O=C(COC(=O)COc1cccc(Br)c1)Nc1c(Cl)cccc1Cl	-24	98	1	5	0.4	-5	14	x	98	9
Cc1ccc(N2C(=O)c3ccccc3C2=O)cc1Cl	-24	89	0	-8	-2.7	-1	3	-3	100	7
Cc1ncc([N+](=O)[O-])n1CCOC(=O)Nc1ccc(Cl)c(Cl)c1	-34	94	-3	-23	-0.9	0	11	-41	90	-6
O=C(c1c(F)cccc1F)N1CCC(O)(c2cccnc2)CC1	-3	99	0	-13	-2.1	-1	6	x	89	-6
COc1cc(CNc2ccccc2SC)ccc1O	-23	95	0	-11	-3.6	0	32	x	75	-3
O=c1oc2ccccc2c2c1ncn2CCN1CCOCC1	-24	100	5	-6	-1.9	-1	7	-38	99	0
COc1ccc(/C=N/NC(=S)NC2CCS(=O)(=O)C2)cc1 (centres undefined)	-20	91	0	-1	-1.8	0	5	17	82	-20
N/C(=N\OC(=O)CCCCCN1C(=O)c2ccccc2C1=O)c1ccccc1	-34	103	7	-5	-0.6	0	5	-40	101	1
CN(C(=O)COC(=O)c1c[nH]c(=O)[nH]c1=O)C1CCCCC1	-20	116	4	-6	0.0	1	11	10	99	1
Cc1sc2ncnc(NCC(c3ccco3)N(C)C)c2c1C (centres undefined)	-43	83	2	-4	-3.8	x	10	6	89	5
CCC(Sc1nncn1C)C(=O)Nc1nnc(-c2ccccc2Cl)s1 (centres undefined)	-63	116	1	-7	-0.3	-1	14	x	103	-7
C=CCOc1c(OC)cc(Cl)cc1C1NC(=O)NC(C)=C1C(C)=O (centres undefined)	-18	85	2	-1	-0.8	-3	12	16	105	1
Cc1cc(=O)[nH]c(SCc2nnnn2-c2ccc(Cl)cc2)n1	-42	94	1	1	-2.6	-6	8	x	81	11
CS(=O)(=O)N(CC(=O)Nc1cccc(Cl)c1)c1ccccc1Cl	-20	78	7	-9	0.1	-2	3	-2	80	-3
Clc1cncc(Cl)c1NNc1c2ccccc2nc2ccccc12	28	60	2	5	-0.8	-7	3	x	56	-5
Cc1ccccc1NC(=O)c1c(C)nc(SCC(=O)OCc2ccccc2)c(C#N)c1-c1ccc(F)cc1	-34	77	8	4	0.3	-5	14	x	86	4
O=C(Nc1nc(-c2ccccc2)cs1)c1cccc([N+](=O)[O-])c1C(=O)O	0	98	3	-7	-0.4	-10	27	x	91	1
COc1ccc(NCC(O)Cn2cnc3c2c(=O)n(C)c(=O)n3C)cc1 (centres undefined)	-26	102	1	1	-1.4	0	5	x	95	-10
O=C(CN(c1ccc(F)cc1)S(=O)(=O)c1ccc2c(c1)OCCO2)NCC1CCCO1 (centres undefined)	-36	95	-1	0	-2.9	-1	3	0	103	4
Cc1cc(NC(=O)CSc2nc3ccc(Cl)cc3[nH]2)no1	-48	86	1	-25	-1.1	-1	11	-7	99	1
CCc1nc(SCC(=O)Nc2ccc3c(c2)OCCO3)c2oc3ccccc3c2n1	-21	58	1	-8	-5.6	x	7	6	50	-2
Cc1cc(C)c(-n2c(O)c(C=NCCN3CCOCC3)c(=O)[nH]c2=O)c(C)c1	-44	95	-3	-16	0.3	x	33	-11	96	9
CCCCCCCCCS(=O)(=O)Nc1cc(C)ccn1	-60	80	7	5	-1.4	-10	4	3	87	-24
CN1CCc2c(sc3ncn4nc(-c5ccccc5O)nc4c23)C1	1	0.7*	3	-17	-4.6	0	6	5	0.8*	-16
CCn1cc(Cl)c(C(=O)N2N=C(c3ccc4ccccc4c3)CC2c2ccccc2O)n1 (centres undefined)	-29	29	4	-2	-4.3	2	9	-21	42	10
S=C(Nc1ccccc1)Nc1nc2ccccc2n1CCOc1ccc(Br)cc1	-15	2.1*	5	-4	-4.6	-6	15	x	1.6*	9
COc1cc(-c2c(C#N)c(N)nc3c2CCCC3)ccc1O	-23	102	4	-15	-3.7	0	6	x	106	7
Cc1cc(O)c(/C=N/Nc2ccccc2Cl)c(=O)o1	98*	93	9	-32	-0.8	-4	2	-25	90	13
Cc1noc(C)c1COC(=O)c1cc(=O)[nH]c2ccccc12	-33	105	2	-6	-1.3	-1	4	16	96	-1
CCc1nnc(NC(=O)CCC(=O)NCc2ccccc2OC)s1	-12	92	-2	2	-1.1	x	4	1	90	13
Cc1ccccc1C(=O)NNC(=O)CSc1nnc(C)n1-c1ccccc1	-7	101	-1	2	0.4	-11	18	x	99	4
Cc1ccc(N2C(=O)SC(N(CC(=O)O)c3cccc(C)c3)C2=O)cc1 (centres undefined)	-18	94	2	-7	-1.4	-1	8	x	92	6
Cc1cc(C(=O)CSc2nc3ccc(Cl)cc3[nH]2)c(C)n1CC1CCCO1 (centres undefined)	-41	38	1	-19	0.0	-2	31	-13	45	6
CCCC(=O)Nc1cnc(NC(=O)c2cccc(F)c2)cc1C	-44	74	4	-20	-1.4	0	28	43	74	6

Another view of part of the listing above.
The line under a structure holds: BB579 growth dn | PTEN del growth | NPY-Y2 antag | Yeast life ext | MRP1 act | Phagocytosis inh | Measles CPE | E-sel TNF inh | HCT116 bCat-KO | GALR2 blocker
> Cc1ccc(C(=O)COC(=O)CNC(=O)c2ccc(N3C(=O)c4ccccc4C3=O)cc2)cc1C
    -1 | 110 | 1 | 1 | -0.4 | -8 | 13 | x | 108 | 1
> CN=C(Nc1cc(C)nn1-c1ccccc1)c1ccccc1F
    -17 | 92 | 1 | -1 | -2.3 | -2 | 5 | -2 | 90 | 1
> O=C(COC(=O)COc1cccc(Br)c1)Nc1c(Cl)cccc1Cl
    -24 | 98 | 1 | 5 | 0.4 | -5 | 14 | x | 98 | 9
> Cc1ccc(N2C(=O)c3ccccc3C2=O)cc1Cl
    -24 | 89 | 0 | -8 | -2.7 | -1 | 3 | -3 | 100 | 7

Further records follow:
SMILES	BB579 growth dn	PTEN del growth	NPY-Y2 antag	Yeast life ext	MRP1 act	Phagocytosis inh	Measles CPE	E-sel TNF inh	HCT116 bCat-KO	GALR2 blocker
Cc1c(Cl)cccc1NC(=S)N1CCN(Cc2ccc3c(c2)OCO3)CC1	-12	84	2	0	-0.3	-11	x	x	87	8
COC(=O)C1=C(C)NC(C)=C(C(=O)OC)C1c1ccc(NC(C)=O)cc1	-17	80	6	1	-1.6	-2	10	-13	90	1
Cc1ccc(C)c(Cn2cnc3c(nnn3-c3ccc(F)cc3)c2=O)c1	-55	80	7	-7	-1.6	2	1	-18	91	5
CC1(C)CC(=O)c2sc(NC(=O)c3cccs3)nc2C1	-33	91	1	x	-1.4	x	16	13	86	2
O=C(OCC(=O)N1CCc2ccccc21)c1cccc(S(=O)(=O)N2CCCc3ccccc32)c1	-38	87	0	8	-2.7	-6	5	6	89	4
CC(=O)NNC(=O)C(O)(c1ccccc1)c1ccccc1	-45	96	4	-11	-2.4	x	4	-11	109	-6
c1ccc(-n2ncc3c2ncn2nnnc32)cc1	-37	94	0	-25	-1.2	0	7	21	92	-4
CCCC(=O)c1ccc(N2CCN(C(=O)c3ccccc3Br)CC2)c(F)c1	-54	39	5	-13	-3.9	-1	25	-12	22	-1
CCCC(=O)NC(Nc1cccc(C(F)(F)F)c1)C(Cl)(Cl)Cl (centres undefined)	-35	54	-1	-9	-0.3	x	9	-12	60	-2
CCOC(=O)c1oc2ccc3c(c2c1C)C(=O)CC1(CCN(C(=O)OCC)CC1)O3	-43	67	2	-15	-0.1	-1	19	-25	45	-17
N/C(Cc1ccc([N+](=O)[O-])cc1)=N\OC(=O)c1ccc(Br)o1	-26	92	2	2	-1.3	-2	3	10	97	6
CCN1C(=O)C(O)(CC(=O)c2ccc3c(c2)OCCO3)c2ccccc21 (centres undefined)	-8	93	5	-10	-1.4	1	9	x	104	0
C=CCN1CN(Cc2ccco2)CNC1=S	-4	99	2	-1	0.5	0	10	x	87	-4
CCOC(=O)c1c(-c2ccc(C)cc2)csc1NC(=O)C1CC=CCC1C(=O)O (centres undefined)	-54	89	2	2	-0.4	x	2	-10	92	3
O=C(c1ccc(C(F)(F)F)cc1)N1CCC(=O)N(C(COCc2ccc(Cl)cc2)Cc2ccccc2)CC1 (centres undefined)	-45	66	6	11	-3.4	x	4	-27	70	7
Cc1nnc(SCSc2nnc(C)s2)s1	-24	103	1	-6	-0.3	0	15	-13	102	12
CC(=O)Nc1sc2c(c1CN1CCN(c3ccc(F)cc3)CC1)CCCC2	-37	78	0	-3	-3.5	-1	7	-15	77	-10
CCOC(=O)C1CCN(c2nc3ccccc3nc2C(C#N)C(=O)OC(C)C)CC1 (centres undefined)	-31	65	2	-5	-1.4	-4	12	-5	58	3
COc1ncnc2c1NC(=O)CS2	-27	110	-1	-3	1.0	0	7	-28	105	6
COc1cc(C2C(C#N)=C(C)NC3=C2C(=O)CC(C)(C)C3)ccc1OCCO (centres undefined)	-29	101	5	-5	-2.7	x	3	x	83	4
COc1ccc(N2CCN(C(=O)CSc3nnc(-c4cccnc4)n3-c3ccccc3)CC2)cc1	-7	82	3	-5	-1.2	-1	13	x	82	-3
Cc1cccc(N2C(=O)C3C4C=CC(C4)C3C2=O)c1 (centres undefined)	-7	106	0	-5	-0.6	-1	8	x	88	-3
Cc1ccc(NC(=O)CSC2=C(C#N)C(c3ccco3)CC(=O)N2)cc1 (centres undefined)	-5	87	1	-15	-3.4	-2	10	8	94	-5
CCCCCCSC1=C(C#N)C(c2ccccc2)CC(=O)N1 (centres undefined)	-98	106	1	-8	-0.8	3	7	x	93	10
O=C(/C=C/c1cccc(Cl)c1)c1nc2ccccc2[nH]1	-42	1.0*	18*	-16	-5.7	x	58*	-15	0.7*	-1
COc1ccc(CC2CCOC2=O)cc1 (centres undefined)	2	79	0	-16	1.4	-1	2	x	65	-1
COc1cccc(OC)c1C(=O)Nn1c(C2CCC2)nc2ccccc2c1=O	-47	69	4	-4	-1.9	0	4	-4	83	10
O=C(NCc1cccs1)C1CCC(=O)N1C1CCCCC1 (centres undefined)	-64	98	3	-6	-1.2	x	16	x	93	6
Cc1cc(CN(C)C)c(O)c(C2(C)CCCCC2)c1	0	101	3	-5	-1.8	-5	6	-3	85	6
Cc1nnc(NC(=O)CC(CN(C)S(=O)(=O)c2ccccc2)c2ccccc2)s1 (centres undefined)	18	85	4	-10	-1.8	x	1	3	72	-2

Source: PubChem BioAssay (several laboratories)
